PLCg1 inh: blocks human PLC-gamma1 enzyme activity. P19174. purified PLC-gamma1, fluorogenic substrate, fluorescence. inhibition, % at 12.2 µM. 370,000 tested, 0.84% active. AID 720700; in the data active = inhibition above about 9.5%
ASAP1 GAP inh: inhibitors of human ASAP1 ArfGAP activity | AID 624377 | ASAP1-stimulated ARF1 GTP hydrolysis, GDP FP detection | Q9ULH1 | inhibition, % at 16.5 µM | 360,000 tested, 0.19% active; in the data active = inhibition above about 25%;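 note: 0% = vehicle with enzyme and substrate and 100% = no enzyme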
ARFGAP1 inh: rat ARFGAP1 inhibition | Q62848 | Arfgap1-stimulated ARF1 GTP hydrolysis, GDP FP detection | inhibition, % at 16.5 µM | 360,000 tested, 0.26% active;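 active = inhibition above a per-plate limit, mean inhibition of low control wells plus 3 SD, cut at about 25% in these data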;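 note: 0% = DMSO wells with enzyme and 100% = wells lacking Arfgap1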
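Assay system: Rat Arfgap1 GAP domain (His6, aa 1-136), purified enzyme | Buffer or medium: HEPES 25 mM pH 7.5, NaCl 150 mM, MgCl2, DTT | Schedule: GTP hydrolysis reaction 2 h at 25 °C | Signal: FP of antibody-bound GDP Alexa 633 tracer, ex 620/em 688 nm | Measure: Percent inhibition of Arfgap1-stimulated GTP hydrolysis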
SIAE inh: inhibitors of human sialic acid acetylesterase SIAE. 370,000 tested, 0.69% active. Q9HAT2. SIAE FP-Rh probe binding, fluorescence polarization. inhibition, % at 9.66 µM;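 active = inhibition above a cutoff: mean of compounds within the control limits plus 3 SD of those, cut at about 17% in these data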;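 note: 0% = plate median of compound wells and 100% = probe without SIAE protein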
Target sequence (Q9HAT2 whole entry, looked up): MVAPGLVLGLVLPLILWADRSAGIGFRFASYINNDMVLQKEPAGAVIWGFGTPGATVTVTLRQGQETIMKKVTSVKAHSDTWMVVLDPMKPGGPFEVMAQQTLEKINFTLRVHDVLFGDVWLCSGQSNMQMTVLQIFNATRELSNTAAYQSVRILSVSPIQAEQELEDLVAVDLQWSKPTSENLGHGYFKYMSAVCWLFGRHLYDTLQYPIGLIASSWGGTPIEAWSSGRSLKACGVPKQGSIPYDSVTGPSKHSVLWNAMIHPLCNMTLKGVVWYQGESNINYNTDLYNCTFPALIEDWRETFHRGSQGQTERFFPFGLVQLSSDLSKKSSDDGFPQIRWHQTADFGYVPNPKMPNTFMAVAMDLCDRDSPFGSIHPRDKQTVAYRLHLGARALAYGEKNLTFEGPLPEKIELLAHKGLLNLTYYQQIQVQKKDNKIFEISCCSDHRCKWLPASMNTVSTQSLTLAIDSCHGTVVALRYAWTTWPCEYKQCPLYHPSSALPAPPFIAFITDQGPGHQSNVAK
TDP2 inh: blocks human TDP2 phosphodiesterase activity; O95551; recombinant TDP2, T5PNP hydrolysis, p-nitrophenol absorbance 415 nm; inhibition, % at 12.8 µM; 370,000 tested, 0.34% active; AID 720702;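 active = inhibition above the mean of all tested compounds plus 3 SD, set per campaign, cut at about 25% in these data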;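 note: 0% = DMSO with enzyme and 100% = buffer with substrate but no TDP2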
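Incubation: 2 h at 37 °C; Test system: recombinant human TDP2; Quantity: enzyme 120 nM; Read-out basis: percent inhibition; Medium: 50 mM Tris-HCl pH 7.5 with Mg2+, KCl, DTT, BSA; Repeats: single replicate; Compound: 12.8 µM single point, 1% DMSO; Signal: epi absorbance; Reagent: 5 mM T5PNP chromogenic substrate; Benchmarks: no-enzyme high, DMSO-plus-enzyme low.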
ADAM10 inh: ADAM10 inhibition, QFRET primary screen; O14672; recombinant ADAM10, EDANS/DABCYL FRET peptide cleavage, 3 h; 370,000 tested, 0.62% active; inhibition, % at 7 µM;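 active = inhibition above a per-campaign cutoff equal to the mean of compounds falling between control-based bounds plus 3 SD, cut at about 20% in these data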;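 note: 0% = DMSO wells while the 100% control is not disclosed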
Target sequence (O14672 214-748 limits assumed): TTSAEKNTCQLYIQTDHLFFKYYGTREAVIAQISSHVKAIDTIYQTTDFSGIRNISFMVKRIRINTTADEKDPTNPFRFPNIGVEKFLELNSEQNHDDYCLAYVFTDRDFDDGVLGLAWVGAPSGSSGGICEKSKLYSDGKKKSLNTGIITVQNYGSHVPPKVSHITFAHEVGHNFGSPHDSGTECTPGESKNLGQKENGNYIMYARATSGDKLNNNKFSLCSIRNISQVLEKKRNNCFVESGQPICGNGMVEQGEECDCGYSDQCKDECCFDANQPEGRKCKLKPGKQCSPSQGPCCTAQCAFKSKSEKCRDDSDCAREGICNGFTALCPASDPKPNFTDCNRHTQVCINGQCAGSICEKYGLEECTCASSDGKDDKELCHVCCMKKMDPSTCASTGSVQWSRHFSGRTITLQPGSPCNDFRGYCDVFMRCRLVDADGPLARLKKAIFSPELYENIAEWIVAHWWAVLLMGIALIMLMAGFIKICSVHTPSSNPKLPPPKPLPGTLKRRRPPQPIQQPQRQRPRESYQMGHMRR
PLCb3 inh: inhibitors of human phospholipase C beta3. Purified PLC-beta3, fluorogenic substrate, fluorescence. Q01970. 370,000 tested, 0.18% active. AID 720704. inhibition, % at 12.2 µM; in the data active = inhibition above about 11%;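 note: 0% = median of compound wells on plate and 100% = full blocker control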
DDE Tn6 FP inh: disrupts Tn6 cyclic peptide binding to fibrin D-Dimer-E complex; P02675; inhibition, % at 8.3 µM; 370,000 tested, 0.21% active; Fibrin DD(E) TRITC-Tn6 fluorescence polarization displacement;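 active = inhibition above a per-campaign cutoff: mean of compounds within control limits plus 3 SD, cut at about 15% in these data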;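 note: 0% = median of all compound wells on the plate and 100% = blocking peptide control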
ADAM17 inh: inhibits human ADAM17. 370,000 tested, 0.83% active. P78536. AID 720648. recombinant ADAM17, EDANS/DABCYL FRET peptide cleavage. inhibition, % at 6.95 µM;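 active = inhibition above the mean of compounds lying between control limits plus 3 SD, set per campaign, cut at about 8.5% in these data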;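 note: 0% = DMSO-only wells as the low control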
Tn7 DDE FP: disrupts Tn7 cyclic peptide binding to fibrin D-Dimer-E complex. P02675. FP displacement of FITC-Tn7 peptide from fibrin DD(E); 0% = median of compound wells per plate. inhibition, % at 8.3 µM. 370,000 tested, 0.13% active. AID 720508;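 active = inhibition above the mean of compounds falling within the control limits plus 3 SD of them, cut at about 14% in these data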;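 note: 0% = plate median of compound wells and 100% = 10 µM Aha-Tn7 peptide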
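Assay system: human fibrin DD(E). Input: DD(E) 2 µM final. Medium: Tris buffer with calcium and detergent, pH 7.8. Compound dosing: single point at 8.3 µM. Timing: 10 min plus 3 h, room temperature. Technique: fluorescence polarization of the labelled Tn7 tracer. Read-out: percent inhibition. Replicates: singlicate testing.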
Numbers without * were called inactive; i = inactive; nt = no result given.

SMILES	PLCg1 inh	ASAP1 GAP inh	ARFGAP1 inh	SIAE inh	TDP2 inh	ADAM10 inh	PLCb3 inh	DDE Tn6 FP inh	ADAM17 inh	Tn7 DDE FP
CCOC(=O)c1c(NC(=O)COC(=O)c2ccccn2)sc(C)c1C	-0.5	-10.5	-6.1	-2.5	-8.1	-10.1	-1.8	-0.7	7.3	3.1
COc1cc(OC)c(NS(=O)(=O)c2cc(C(=O)NCCCN3CCOCC3)ccc2C)cc1Cl	-0.4	0.6	0.3	-1.4	8.8	-12.1	-1.1	-5.0	-2.9	-2.3
Cc1ccc(C(=O)NCC(=O)N2CCC3(CC2)NCCc2[nH]cnc23)cc1C	4.4	-4.3	4.7	1.0	0.1	-1.1	-1.5	1.2	3.9	1.6
O=C(O)c1cccc(N2C(=O)c3ccc(C(=O)c4cccc([N+](=O)[O-])c4)cc3C2=O)c1	-0.9	-3.3	0.1	3.2	10.7	1.9	-2.4	-9.6	-5.2	1.3
CCOC(=O)c1c(NC(=O)CCC(=O)O)sc2c1CC(C)(C)OC2	0.4	5.7	22.3	-2.4	2.4	-10.3	-2.0	1.3	-4.6	-5.5
Cc1ccc(-n2nc(C(=O)O)cc2-c2ccc(Cl)cc2)cc1	-1.6	-11.9	3.5	-7.8	3.1	-3.9	-5.5	-3.0	-6.7	8.8
O=C(N/N=C/c1cccnc1)c1ccccc1Cl	0.9	11.2	-5.1	-6.3	-1.5	6.6	-2.5	3.7	-1.6	-5.8
CS(=O)(=O)Nc1ccc(C(=O)N2CCCCC2)cc1	-0.5	-0.8	0.4	16.2	-2.8	1.1	1.2	10.3	-1.2	-1.9
CCC(=O)N1CCc2cc(S(=O)(=O)NC(C(=O)N3CCN(c4ccc(F)cc4)CC3)C(C)C)ccc21 (stereo not drawn)	1.0	-2.7	13.3	10.1	15.8	-2.0	-3.1	-11.1	1.5	3.5
O=C(N/C(=C\c1ccc2c(c1)OCO2)C(=O)N1CCOCC1)c1cccs1	-2.0	5.6	-5.3	9.7	5.9	-0.1	-3.1	-3.0	-3.8	-3.7
CCCn1c(NC(=O)c2ccccc2)nc2ccccc21	-15.9	-13.8	-10.2	-1.2	-7.7	-4.4	-12.5	6.4	-4.4	12.2
COc1cccc(N(C(=O)CNC(=O)c2ccco2)C(C(=O)NC2CCCC2)c2ccco2)c1 (stereo not drawn)	2.5	-0.6	-11.9	-8.9	-7.4	-0.6	-10.6	-8.2	-7.7	1.0
O=C(NCc1ccc(C(F)(F)F)cc1)C1CC(c2ccccc2C(F)(F)F)=NO1 (stereo not drawn)	-1.8	1.6	12.8	3.6	-4.8	5.5	-0.9	6.4	-1.8	-1.4
Cc1ccc(NC(=O)CCN2CCC(Cc3ccccc3)CC2)cc1	0.2	2.6	17.9	-1.1	4.7	5.4	-1.7	-10.3	1.3	-5.1
O=C(CCC(=O)N1CCN(c2ccc(Cl)c(Cl)c2)CC1)c1ccccc1	0.8	-7.4	-8.2	6.6	9.2	10.2	-2.1	-0.8	2.7	1.1
COc1ccccc1CNC(=O)COC(=O)Cc1c(F)cccc1Cl	2.2	8.5	8.4	-1.8	2.6	-0.9	-1.6	0.9	-0.9	-4.8
CN(C)c1ccc(N=c2sc3ccccc3n2C)cc1	0.9	-6.0	-9.6	-2.3	-2.3	14.1	3.7	-5.8	5.5	-2.6
C=CCn1c(COc2ccc(F)cc2)nnc1SCC(=O)c1c[nH]c2c(CC)cccc12	4.7	3.4	0.5	8.7	-14.0	6.3	3.0	-3.6	0.8	1.0
Cc1cc(C)n(CC(C)O)c(=O)c1C#N (stereo not drawn)	2.0	-9.8	-4.5	-2.5	2.5	-2.9	0.5	7.7	-2.8	-0.4
COc1ccccc1CCc1nnc(CCC(=O)N(C)Cc2cccc3cnccc23)o1	1.0	3.1	2.2	0.9	8.9	-3.9	2.7	1.2	-1.5	5.0
CC(C)(C)NC(=O)NC(=O)CN1CCN(S(=O)(=O)c2ccccc2)CC1	-1.4	-10.0	-2.0	-7.3	-11.5	-4.1	-6.2	1.1	-5.0	3.0
C[C@@H](NC(=O)[C@@H]1Cc2ccccc2CN1C(=O)OC(C)(C)C)C(=O)NC1CCCCC1	0.9	-3.0	16.1	-1.3	-8.3	2.8	-10.6	-5.5	-3.0	-1.6
Cn1c(SCC(=O)NC2CC2)nnc1-c1cccs1	-0.3	7.6	-12.2	-6.7	-0.2	10.3	0.1	4.1	-0.9	-0.7
Cn1c(O)c(N=NC(=O)c2ccco2)c2ccccc21	5.5	8.2	1.9	6.1	5.8	5.3	6.3	0.5	-0.2	-6.5
CCn1cc(/C=N/NC(=O)c2cc3c(ccc4ccccc43)o2)c2ccccc21	-79.3	-5.6	1.6	-5.1	-5.0	-27.3	-71.3	-9.2	-10.1	-1.7
CCN(CC)c1ccc(C=NNC(=O)c2cc(-c3ccc(C)c(C)c3)n[nH]2)c(O)c1	-36.0	nt	nt	-6.6	6.7	-11.7	-51.8	6.6	-1.7	4.7
COC(=O)c1sccc1NC(=O)CSc1cc(Cl)ccc1Cl	0.6	2.9	7.6	-7.6	-4.6	8.2	-0.1	-7.0	0.7	-1.6
CC(=O)Nc1c(O)nc(SCC(=O)N2CCCCC2)[nH]c1=O	1.2	1.2	2.1	-3.2	6.2	-8.6	-3.5	7.2	-0.5	6.3
CNC(=O)c1cc(C)c(-c2ccccc2)s1	-3.1	4.6	5.1	-7.9	2.8	-21.0	-8.1	-6.3	-10.6	3.7
COc1ccc(/C=C/C(=O)c2c(C)nc3ccccn23)cc1	1.2	13.2	11.6	8.1	-2.2	4.6	4.1	3.0	-1.4	1.7
CSc1ccccc1C(=O)N1CCCC(CNC(=O)c2ccc(F)cc2)C1 (stereo not drawn)	6.0	9.5	-4.4	2.4	-10.2	-5.8	-11.3	-1.3	-1.2	2.5
COc1ccc(CNS(=O)(=O)c2cn(C)c(=O)n(C)c2=O)cc1	-0.6	1.1	-5.7	6.6	3.3	-2.3	-9.0	-3.6	-7.0	1.8
CN1/C(=C\C=C(/C#N)C(=O)Nc2ccccc2F)C(C)(C)c2ccccc21	-1.2	11.6	10.8	0.9	8.8	3.2	-4.0	6.1	-0.5	-4.3
CCOc1ccc(C2=C/C(=C/c3cccnc3)C(=O)O2)cc1	-109.7	-2.0	-6.8	-5.4	-9.5	-10.5	-126.3	5.8	0.5	-2.6
COc1ccc(NC(=O)C2CCCN2C(=O)OC(C)(C)C)cc1 (stereo not drawn)	0.4	2.0	-2.9	-5.5	9.0	-5.7	-1.7	0.6	-2.4	2.4
Cc1cccc(C)c1NC(=O)c1sc(N)nc1-c1ccccc1	1.7	4.9	5.8	7.8	1.6	0.3	-6.6	7.0	-1.4	5.1
COc1cccc(C(=O)Nc2nnc(S(=O)(=O)N3CCOCC3)s2)c1	-12.0	1.5	-5.6	0.5	-7.6	3.0	-16.7	-0.9	-1.4	0.1
CC(=O)Nc1ccccc1C(=O)C(=O)Nc1ccc(F)c(Cl)c1	-1.2	0.9	-9.6	-5.8	6.5	8.8	-4.6	-3.8	-2.2	-3.4
Cn1c(Cn2c(=O)sc3ccccc32)nnc1SCc1ccccc1F	1.5	-13.1	-0.8	5.1	10.3	-5.2	1.9	-1.0	-3.8	-1.8
Cc1ccccc1-c1cc(C(=O)Nc2nc3c(s2)CCCC3)c2ccccc2n1	-11.3	-1.1	12.4	-14.9	-19.1	-6.9	-19.1	-7.7	0.5	-10.0
CCOC(=O)C1(C)CCN1C(=O)c1cc(OC)ccc1Br (stereo not drawn)	0.5	0.6	6.7	-2.5	-2.4	-0.9	5.8	-5.8	-0.2	-15.8
CC1CN(C)CCC1OC(=O)c1ccccc1 (stereo not drawn)	0.4	1.6	-4.0	-2.9	4.8	-2.9	-2.3	6.7	-3.2	-0.7
Cc1cc(C(=O)OCC(=O)NCc2ccccc2)c(C)o1	-0.7	1.2	-4.0	3.9	4.0	3.7	-8.2	-2.6	-2.6	-1.1
CC(=O)c1cc(C#N)c(NCc2cc(-c3ccccc3)no2)nc1C	1.5	-8.3	-8.4	-6.0	21.1	-3.2	-3.4	-2.5	-1.1	1.1
Cc1ccc(-n2c(=O)[nH]c3c(oc4ccccc43)c2=O)cc1	-3.8	4.2	4.3	-3.2	-6.2	-29.5	-8.3	-5.4	-5.4	0.9
C1CCN=C(Nc2nc3c(s2)CCCC3)CC1	4.0	-18.6	4.7	-1.9	-8.5	2.8	0.6	-4.9	5.2	-6.1
CN(C)/C=N/c1nc2nccc(-c3cccs3)n2n1	i	-4.5	6.6	-1.4	-24.1	i	i	-4.6	i	-1.7
CCOc1ccc(S(=O)(=O)Nc2ccccc2C(=O)NCc2ccco2)cc1	-18.7	-11.6	13.2	-9.1	5.7	-106.8	-26.3	-7.5	-34.6	4.1
Cn1c(N)c(C(=O)COC(=O)c2cc(S(=O)(=O)N3CCCCC3)ccc2Cl)c(=O)n(C)c1=O	1.3	-0.2	-5.2	0.9	8.1	2.7	1.9	-6.4	1.1	-2.9
COC(=O)c1cccc(S(=O)(=O)N2CCC(NC(=O)NC34CC5CC(CC(C5)C3)C4)CC2)c1	-2.5	1.3	-3.5	0.1	-12.7	2.3	1.9	1.6	2.2	3.0
Cc1ccc(C)c(NC(=O)CN2C(=O)c3ccccc3C2=O)c1	3.9	0.6	4.3	5.1	-22.0	3.1	-0.1	5.8	2.3	3.3
COc1ccc(C(=O)N2CCC2(C)C(=O)NC(C)C)c(OC)c1 (stereo not drawn)	1.3	-9.7	-5.2	3.5	3.2	-7.4	4.7	-1.4	1.5	-9.7
CCOC(=O)CC(=O)Nc1nnc(C(C)C)s1	-0.4	-3.6	2.6	4.0	7.2	-7.7	-1.8	5.3	-5.2	3.0
CCc1cccc2c1NC1(CCCC1)CC2C (stereo not drawn)	10.3*	4.6	11.4	15.3	-5.2	7.9	4.4	0.5	-1.4	0.3

Bioassay records deposited in PubChem by The Scripps Research Institute Molecular Screening Center.

No enrichment for hits (roughly 3.6% active in at least one column).
